# Screens deposited in PubChem by National Center for Advancing Translational Sciences (NCATS).
# NPC1 prom act – NPC1 promoter activation | Potency, µM (top dose mostly 9.22 µM), for inactives: at the top dose activation, hits mostly activators | actives 2.4% (n = 320,000) | Huh7 NPC1 promoter luciferase reporter, 24 h;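 note: potency is the fitted concentration of half-maximal effect; % of control where 0% means no effect; nearly all actives have a fitted effect of over 60% in size; reporter is driven by a mutant NPC1 promoter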
#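 Readout is luciferase luminescence, reflecting NPC1 promoter activation in stably transfected Huh7 cells after 24 h compound exposure at 37 °C in reduced-serum medium with 10% FBS.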
# TRPV1 agonist – activates the human vanilloid receptor TRPV1; Q8NER1; TRPV1-expressing cells, Fluo-8 calcium influx, agonist mode; activation, % at 8.33 µM; actives 0.19% (n = 320,000); AID 540275; in the data active = activation above about 80%; inconclusive = between about 30% and that limit; note: 0% is about no effect
#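 TRPV1-expressing cells were cultured overnight at 35.5C and loaded with Fluo-8 calcium dye for 40 to 90 min at room temperature. After a 10 s baseline, compound was added and calcium influx was read kinetically for 3 min (ex 480/em 520 nm).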
# ELG1 genotoxic – genotoxicity induction in ELG1-luciferase HEK293T cells | actives 1.3% (n = 330,000) | HEK293T ELG1-luciferase reporter, luminescence, 16 h | AID 504466 | Potency, µM (highest dose often 46 µM), without a hit: at the highest dose activity change, positive = activation, usual class: activators; note: potency is the fitted concentration of half-maximal effect; % of control where 0% means no effect; nearly all actives have a fitted effect of over 60% in size
#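 HEK293T cells expressing luciferase-tagged ELG1 were treated with compound or DMSO for 16 hr at 37°C. Luciferase activity was then read after 30 min with ONE-Glo at room temperature; rising signal flags genetic stress.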
# Tb PFK block – blocks T. brucei phosphofructokinase; T. brucei PFK, ADP-Glo luminescence; O15648; Potency, µM (titrated, usually from 57.5 µM), inactives show at the highest dose activity, negative = inhibition, most hits filed as inhibitors; actives 0.17% (n = 330,000);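 note: potency is the fitted concentration of half-maximal effect; 0% = uninhibited 1x PFK enzyme wells and -100% = no-enzyme wells; nearly all actives have a fitted effect of over 60% in size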
#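 Compounds were pin-transferred as a titration series up to 57 uM into substrate buffer (0.5 mM F6P, 0.1 mM ATP, pH 8.0), then 1.25 nM PFK was added and reactions ran 45 min before ADP-Glo detection.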
# VP16 counter – Gal4-VP16 reporter inhibition counter-screen. Drosophila S2 Gal4-VP16 UAS-luciferase, luminescence, 20 h. Potency, µM (highest dose often 53.6 µM), inactives show at the highest dose activity, negative = inhibition, hits mostly inhibitors. actives 3.5% (n = 310,000);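 note: Gal4-VP16 expression switched on by copper sulfate through the metallothionein promoter; potency is the fitted concentration of half-maximal effect; % is set by controls: 0 for no effect and ±100 for the full control effect; nearly all actives have a fitted effect of over 50% in size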
# ELG1 DNA repair – ELG1-dependent DNA repair inhibition; HEK293T ELG1-luciferase reporter, luminescence, 16 h; DNA damage induced by 5-fluorouridine; Potency, µM (highest dose often 46.1 µM), without a hit: at the top dose activity change, negative = inhibition, most hits filed as inhibitors; actives 2.3% (n = 330,000); note: potency is the fitted concentration of half-maximal effect; % is set by controls: 0 for no effect and ±100 for the full control effect; nearly all actives have a fitted effect of over 55% in size
#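 Overnight (16 hr) co-exposure of 2,000 cells/well to 5-fluorouridine and compound at 37 °C preceded detection. Luciferase was quantified via ONE-Glo luminescence; loss of signal denotes inhibition.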
# BRCA1 expr up – BRCA1 expression activation | MCF7-BRCA1-FFLuc reporter, luminescence, 48 h; response scale: scaled: vehicle 0%, 10 µM genistein 100% | Potency, µM (highest dose often 46.1 µM), for the others: at the top dose activation, most hits filed as activators | actives 1.1% (n = 380,000); note: potency is the fitted concentration of half-maximal effect; nearly all actives have a fitted effect of over 80% in size; some results filed as inactive show a strong effect at the top dose
#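 MCF7-BRCA1-FFLuc cells, 2000/well in phenol-red-free MEM, attached 2 h then treated 48 h at 37 C. Luciferase luminescence read 15 min after reagent; normalized to genistein maximum activation (10microM) and DMSO, concentration-response fitted.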
# RORgamma inh – ROR gamma (mouse) transcription inhibition; P51450; Potency, µM (highest dose often 53.6 µM), inactives show at the top dose activity change, negative = inhibition, most hits filed as inhibitors; Drosophila S2 Gal4-RORgamma UAS-luciferase reporter, 20 h; actives 5.4% (n = 310,000); note: potency is the fitted concentration of half-maximal effect; % is set by controls: 0 for no effect and ±100 for the full control effect; nearly all actives have a fitted effect of over 60% in size
# Target sequence (P51450 whole entry, looked up, the tested form may be a part): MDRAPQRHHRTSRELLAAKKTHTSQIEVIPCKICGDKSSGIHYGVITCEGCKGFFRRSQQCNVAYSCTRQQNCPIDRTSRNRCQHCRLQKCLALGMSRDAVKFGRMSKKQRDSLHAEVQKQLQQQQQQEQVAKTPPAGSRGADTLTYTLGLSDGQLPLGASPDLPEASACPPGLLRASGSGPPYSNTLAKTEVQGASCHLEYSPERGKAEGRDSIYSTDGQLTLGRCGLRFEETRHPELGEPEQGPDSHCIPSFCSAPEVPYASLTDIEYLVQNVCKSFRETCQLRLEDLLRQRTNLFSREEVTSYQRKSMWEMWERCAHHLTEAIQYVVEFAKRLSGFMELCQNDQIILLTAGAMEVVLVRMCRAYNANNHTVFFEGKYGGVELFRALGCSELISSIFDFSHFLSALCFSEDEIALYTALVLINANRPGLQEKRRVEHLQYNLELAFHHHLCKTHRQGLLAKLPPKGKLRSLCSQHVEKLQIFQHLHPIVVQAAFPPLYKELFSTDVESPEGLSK
#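 Luciferase reporter read in Schneider cells carrying Gal4-RORγ (mouse) and UAS-Photinus luciferase; cells given compound 1 h before 700 uM copper sulfate induction, then incubated 20 h at ambient temperature.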
# p53 reactivation – restores transcriptional activity of mutant p53; H1299 p53-A138V BP100-luciferase reporter, luminescence, 24 h; Potency, µM (highest dose often 92.2 µM), inactives show at the top dose activity change, positive = activation, actives largely listed as activators; actives 0.063% (n = 320,000); AID 504706; note: potency is the fitted concentration of half-maximal effect; % of control where 0% means no effect; nearly all actives have a fitted effect of over 45% in size
#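 p53-null H1299 cells stably carrying temperature-sensitive p53-A138V and a BP100-luciferase reporter were pinned with compounds (4-point, 1:5 series) and held 24 hrs at 37 deg C. Luminescence was read 10 min after detection reagent.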
# FLuc counter – firefly luciferase modulation, counter-screen for miR-21 project | purified FLuc, Km substrates, luminescence inhibition | AID 588342 | actives 6.9% (n = 360,000) | P08659 | Potency, µM (top dose mostly 57.5 µM), for the others: top-dose activity change, negative = inhibition, usual class: inhibitors;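 note: potency is the fitted concentration of half-maximal effect; plate controls were vehicle for no effect and reference inhibitor for full effect; nearly all actives have a fitted effect of over 55% in size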
# Target sequence (P08659 whole entry, looked up): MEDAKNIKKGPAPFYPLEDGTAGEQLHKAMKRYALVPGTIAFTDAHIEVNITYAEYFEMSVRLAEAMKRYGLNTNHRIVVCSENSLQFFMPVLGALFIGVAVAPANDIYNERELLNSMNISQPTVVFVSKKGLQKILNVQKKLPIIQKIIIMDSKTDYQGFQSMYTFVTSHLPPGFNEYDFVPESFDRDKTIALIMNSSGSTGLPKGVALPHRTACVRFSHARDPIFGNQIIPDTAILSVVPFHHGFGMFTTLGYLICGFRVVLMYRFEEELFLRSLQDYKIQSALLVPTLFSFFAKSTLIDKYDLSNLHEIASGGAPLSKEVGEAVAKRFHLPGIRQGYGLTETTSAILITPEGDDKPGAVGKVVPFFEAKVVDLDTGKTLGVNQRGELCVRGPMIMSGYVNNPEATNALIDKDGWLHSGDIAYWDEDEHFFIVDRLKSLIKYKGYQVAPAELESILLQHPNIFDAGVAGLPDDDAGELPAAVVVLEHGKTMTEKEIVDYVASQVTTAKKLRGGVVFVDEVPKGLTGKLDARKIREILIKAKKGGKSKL
#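 Biochemical qHTS of compounds, final roughly 60 µM downward over six points, against 10 nM purified firefly luciferase using Km concentrations of substrates (10 uM D-luciferin, 10 uM ATP) in Tris acetate pH 7.5 buffer; luminescence output.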
# Rab9 promoter act – Rab9 promoter activation; Huh7 Rab9 promoter-luciferase reporter, luminescence, 24 h; Potency, µM (top dose mostly 9.22 µM), inactives show at the top dose activation, negative = inhibition, actives largely listed as activators; actives 2.8% (n = 320,000); note: potency is the fitted concentration of half-maximal effect; % of control where 0% means no effect; nearly all actives have a fitted effect of over 60% in size
#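 Luminescence from Amplite-detected luciferase (10 minutes, ambient) reports Rab9 promoter activation. Before that, stable Rab9-luciferase Huh7 cells (1500/well, reduced-serum OP-MEM I plus 10% FBS) were exposed to compound for 24 hours at 37C.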
# Active calls of the source: *; ? = inconclusive; · = no result given; & = joins results of further samples; [ ] = another dose, or the depositor's remark. Unless noted, calls come from the whole dose curve; as a rule, active = well fitted curve in the direction sought with a large enough effect; inconclusive = small, poorly fitted or top-dose-only effect, or another doubt; inactive = no such curve, though single readings can be large; an effect the other way counts as inactive or inconclusive.
# Sample of the layout, 2 compounds:
SMILES,NPC1 prom act,TRPV1 agonist,ELG1 genotoxic,Tb PFK block,VP16 counter,ELG1 DNA repair,BRCA1 expr up,RORgamma inh,p53 reactivation,FLuc counter,Rab9 promoter act
Cc1ccccc1NC(=S)NCc1ccc2c(c1)cc(C)n2C,-9%,14,?,-3%,11µM*,-2%,-38%,6.3µM*,16%,?,-28%
CCOC(=O)c1cnc2ccc(OCC)cc2c1N1CCN(C)CC1,0%,-3,5%,9%,-8%,0%,-10%,5%,2%,3%,15%

# Main list, previewed entries included:
SMILES,NPC1 prom act,TRPV1 agonist,ELG1 genotoxic,Tb PFK block,VP16 counter,ELG1 DNA repair,BRCA1 expr up,RORgamma inh,p53 reactivation,FLuc counter,Rab9 promoter act
Cc1ccccc1NC(=S)NCc1ccc2c(c1)cc(C)n2C,-9%,14,?,-3%,11µM*,-2%,-38%,6.3µM*,16%,?,-28%
CCOC(=O)c1cnc2ccc(OCC)cc2c1N1CCN(C)CC1,0%,-3,5%,9%,-8%,0%,-10%,5%,2%,3%,15%
CCOC(=O)N1CCC(NC(=O)Cn2c3c(c(-c4ccccc4Cl)cc2=O)CCC3)CC1,-1%,-1,?,1%,-15%,-25%,-13%,?,-2%,2%,-9%
NC(=O)C1CCN(CC(=O)c2c[nH]c3ccc(F)cc23)CC1,-5%,-1,-3%,2%,16µM*,4%,-3%,-35%,3%,1%,0%
Cc1ccc(-c2[nH][nH]c(=O)c(=O)c2N=Nc2ccccc2)cc1,-1%,-3,-4%,-1%,5%,-9%,-2%,-5%,5%,5%,1%
Cc1onc(-c2ccccc2Cl)c1C(=O)NC(C)c1ccccc1 (centres undefined),2%,8,-2%,0%,-19%,-3%,-5%,-24%,8%,-4%,0%
COc1ccc(Cc2nc3ccc(C(=O)N4C[C@@H](C)O[C@@H](C)C4)cc3o2)cc1OC,26%,9,?,-1%,?,?,?,?,?,15µM*,10%
CCCC(=O)Nc1c2c(nn1-c1ccc(OC)cc1)CS(=O)(=O)C2,-1%,-4,1%,-3%,-7%,10%,3%,28%,-9%,-6%,-3%
COc1cccc2cc(-c3nnc(SCC(=O)Nc4ccc(NC(C)=O)cc4)n3C)oc12,0%,1,0%,0%,-1%,5%,-15%,-1%,1%,-13%,7%
CCCn1c(SCC(=O)Nc2ccccc2N2CCOCC2)nc2c1c(=O)n(C)c(=O)n2C,-6%,3,-7%,-2%,-25%,?,11%,32%,-4%,14%,-1%
O=C(CCn1nnc2ccccc21)OCC(=O)c1ccc(F)cc1,1%,0,-7%,0%,-12%,-4%,-9%,7%,0%,6%,-3%
CC(=O)c1sc(N)nc1C,-6%,0,5%,0%,·,20%,-5%&-4%,·,0%,3%,1%
S=C(Nc1cccnc1)NC1CC2CCC1C2 (centres undefined),-6%,17,-12%,0%,-5%,?,-8%,-6%,13%,0%,0%
CC(C)c1ccc(NC(=O)CCNC(=O)Cn2cnc3ccccc3c2=O)cc1,-1%,3,5%,-1%,13%,17%,-44%,4%,-2%,-1%,3%
COc1ccc(C(=O)NNC(=O)CSc2nnc(COc3ccccc3)n2C)cc1,-1%,0,-1%,1%,15%,9%,-2%,11%,4%,-14%,-6%
CCOc1ccccc1NC(=O)COC(=O)/C=C/c1cccs1,·,·,0%,0%,·,?,-6%,·,7%,·,·
COC(=O)CSc1nc(N)nc(C)c1Cl,3%,-1,0%,-12%,3%,-2%,-44%,-1%,-4%,?,-10%
O=C(NNC(=O)c1ccccc1O)c1ccc(-c2ccc([N+](=O)[O-])cc2)o1,4%,-3,12%,1%,·,11%,-48%,·,21%,?,-2%
CCOc1ccc(-c2nnn(CCC(=O)O)n2)cc1OC,-2%,10,-2%,3%,-16%,-14%,1%,-40%,-1%,-2%,0%
NC(=O)CC(NC(=O)c1cccc(Br)c1)c1ccc(NC2CCCCCCCCCCC2)c([N+](=O)[O-])c1 (centres undefined),7%,-4,-9%,0%,1%,-17%,0%,13%,·,-1%,-2%
Cc1ccc(Nc2nc3c(s2)CCC3)c(C)c1,?,19,21µM*,-1%,?,?,-5%,?,?,7.6µM*,?
CCCc1ccc(S(=O)(=O)NCc2nnc(SC)n2C)cc1,1%,-1,-5%,2%,-1%,4%,-17%,15%,0%,0%,2%
CN(C(=O)CSc1nc(-c2ccc(F)cc2)cs1)C1CCS(=O)(=O)C1 (centres undefined),0%,6,-1%,-1%,1%,-5%,-27%,14%,-3%,?,-1%
Cc1ccc(Nc2nnc(SCC(=O)Nc3cccc(S(=O)(=O)NC4=NCCCCC4)c3)s2)c(C)c1,-3%,-6,-5%,0%,1%,?,-51%,-26%,1%,?,-13%
COc1ccc(C(=O)/C=C/c2ccc(OC)c(CN3CCOCC3)c2)cc1,1%,23,0%,1%,?,?,-52%,?,-1%,?,-5%
CCn1c(SCc2ccccc2)nnc1C1CCN(S(=O)(=O)c2ccc(OC)cc2)CC1,-1%,-2,-9%,0%,-8%,?,-43%,?,-2%,-3%,-3%
COc1ccc(CCNC(=O)Cc2cc(OC)c(OC)cc2Br)cc1OC,-4%,15,-1%,-10%,6%,?,20%,-9%,-5%,0%,2%
CC(C)(C)OC(=O)C[C@@H]1C/C=C\C[C@@H](CC(=O)N(CCO)Cc2ccccc2)C(=O)NC[C@@H](c2ccccc2)OC1=O,·,·,-3%,-5%,·,?,0%,·,2%,·,·
COC(=O)c1c(N2C(=O)[C@H]3[C@@H](C2=O)[C@]2(C(=O)Nc4c2ccc(C)c4C)N2CCC[C@@H]32)sc(C)c1C,1%,4,-1%,-2%,-12%,6.5µM*,-43%,15%,2%,-2%,-4%
O=C(CSCc1ccc(F)cc1)Nc1nc2c(s1)CCCC2,-5%,22,-1%,2%,-2%,11%,4%,-32%,?,-12%,7%
COc1ccc(OC)c(S(=O)(=O)N2CCC3(CC2)CC(=O)c2ccccc2O3)c1,1%,9,-2%,-10%,·,-9%,-3%,·,-6%,3%,-1%
CC(C)N=C(NC#N)SCc1ccccc1,0%,3,-3%,-8%,?,11%,-30%,24%,-2%,3%,0%
COCCNS(=O)(=O)c1ccc2c(c1)oc(=O)c1cc(S(=O)(=O)NCCOC)ccc12,4%,1,3%,2%,4%,-8%,·,30%,?,3%,-5%
COc1cc(C(=O)Nc2cccnc2)cc(OC)c1OC,0%,8,5%,-1%,17%,-2%,-22%,-1%[1.91 µM],·,3%,-6%
Cc1ccc(-n2nc3c(=O)n(CC(=O)c4ccc(F)cc4)nc(C)c3c2C)cc1,-7%,-2,-7%,-2%,-15%,?,-41%,?,-1%,1%,-3%
CCn1c(SCC(=O)NC2CCCCC2)nnc1-c1cccnc1,-2%,2,3%,3%,·,6%,-25%,·,·,2%,-6%
CC(C)(C)c1ccc(-c2ncccc2O)cc1,22%,24,10%,-6%,-2%,?,51%,1%,18%,13µM*,18%
Cc1ccc(S(=O)(=O)NCC(=O)Nc2ccc3c(c2)OCO3)cc1,1%,12,1%,-2%,-1%,-1%,-18%,-17%,-4%,0%,-1%
O=C(Nc1nc2ccccc2n1CCN1CCCCC1)C1CCCCC1,0%,27,-6%,1%,7.1µM*,4%,-40%,2µM*,7%,0%,0%
O=C(O)C1(c2ccccc2)CCN(S(=O)(=O)c2ccccc2)CC1,10%,-5,-8%,4%,1%,23%,0%,0%,8%,-1%,5%
COC(=O)C1C(c2ccc(OC)cc2)Nc2nnc(C(F)(F)F)n2C1(C)O (centres undefined),0%,-4,0%,-2%,-16%,6%,-6%,0%,2%,?,-2%
CC1CC(C)CN(c2cc3c(cc2[N+](=O)[O-])C(=O)N(c2ccccc2)C3=O)C1 (centres undefined),-2%,-1,4%,-4%,-7%,4%,-9%,28%,0%,-2%,-9%
CCc1nc(N)c(C#N)c(-c2ccccc2OC)c1C,-3%,9,3%,1%,0%,1%,-23%,-24%,-2%,0%,-5%
CC1CCC(NS(=O)(=O)c2ccc3c(c2)n(C)c(=O)c(=O)n3C)CC1 (centres undefined),2%,7,1%,1%,3%,15%,0%,14%,-9%,8%,-11%
O=C(CSc1ccc(-c2ccncc2)nn1)N1CCN(c2ccccc2)CC1,-11%,0,-9%,-3%,0%[10 µM],-21%,-28%,26%,0%,2%,-18%
CCc1ccc(CNCc2ccc(F)cc2)cc1,-1%,10,2%,-6%,2%,7%,8%,-13%,11%,-3%,0%
Cc1nn(C)cc1/C=N\NC(=O)c1ccc2c(c1)c(C)c(C)n2Cc1ccccc1,-4%,11,0%,-2%,?,-4%,-15%,16µM*,1%,-1%,5%
